High-throughput results (PubChem BioAssay)
GLP1R inv ag – GLP-1 receptor (human) inverse agonism | P43220 | HEK293 GLP-1R CRE-luciferase, luminescence, 24 h; GLP-1R form is constitutively active | Potency, µM (highest dose often 38.3 µM), without a hit: top-dose activity change, negative = inhibition, hits mostly inhibitors | 1.6% of 410,000 active; note: potency is the fitted concentration of half-maximal effect; % is set by controls: 0 for no effect and ±100 for the full control effect; nearly all actives have a fitted effect of over 55% in size
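Luminescence readout: a drop in cAMP-driven luciferase signal flags inverse agonism at a constitutively active GLP-1R stably expressed in HEK293. Compound exposure lasted 24 hr at 37 deg C, 5% CO2.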
IL-2 act – IL-2 activation | IL-2 activation reporter assay, cell-based qHTS; stimulated with anti-CD3/CD4/CD28 beads; in transgenic mouse T cells | activation, % (series mostly up to about 46 µM) | 0.065% of 360,000 active | AID 652025; in the data active = activation above about 50%; inconclusive = mostly about 30% to 49%; note: 0% is about no effect
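Using fluorescent plate cytometry, EGFP and DsRed are detected in transgenic mouse T cells stimulated 18 h at 37 degrees C with antibody-coated beads after 60 min compound pretreatment.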
D3 ag – D3 dopamine receptor (human) agonism | D3R DiscoveRx beta-arrestin cells, luminescence, 90 min | 0.58% of 410,000 active | AID 652048 | max activation, %; in the data active = max activation above about 30%; note: 0% is about no effect; mostly tested at two doses, the higher about 12 µM
Target sequence (P35462 whole entry, looked up): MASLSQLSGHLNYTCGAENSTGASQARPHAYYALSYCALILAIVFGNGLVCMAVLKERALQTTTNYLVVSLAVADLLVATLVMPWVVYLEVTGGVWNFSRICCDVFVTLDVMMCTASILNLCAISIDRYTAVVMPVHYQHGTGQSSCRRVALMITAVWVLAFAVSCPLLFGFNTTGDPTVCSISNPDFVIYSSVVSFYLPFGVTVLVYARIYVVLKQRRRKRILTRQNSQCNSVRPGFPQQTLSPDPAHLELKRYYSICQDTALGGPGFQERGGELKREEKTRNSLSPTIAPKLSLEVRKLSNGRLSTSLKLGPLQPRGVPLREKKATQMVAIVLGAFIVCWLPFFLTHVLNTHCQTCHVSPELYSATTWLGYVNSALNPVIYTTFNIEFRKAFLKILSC
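Agonist-mode cell screen: cells plated at 1500/well and incubated overnight at 37 °C, then exposed to library compounds for 90 min at 37 °C. Detection reagent was added for 30–60 min at room temperature, and luminescence was read.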
GLP1R cytotox – cytotoxicity in counter-screen for GLP-1R inverse agonists | HEK293 cAMP-luciferase reporter cells, luminescence, 24 h | Potency, µM (series often up to 38.3 µM), inactives show at the highest dose activity change, negative = inhibition, actives largely listed as inhibitors | 0.13% of 410,000 active;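 note: loss of luciferase light is scored as toxicity; potency is the fitted concentration of half-maximal effect; % is set by controls: 0 for no effect and ±100 for the full control effect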
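MLSMR compounds, 24 hr on cells at 37 deg C/5% CO2; luminescence after luciferase reagent (12 min RT). Inhibition counted as the undesired cytotoxic outcome.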
GLP-1R agonist – activates the human GLP-1 receptor | 0.007% of 380,000 active | Potency, µM (top dose mostly 45.6 µM), for inactives: at the top dose activation, hits mostly activators | P43220 | HEK293 GLP-1R CRE-luciferase, luminescence, 4-6 h; cells express a hypersensitive GLP-1R form; note: potency is the fitted concentration of half-maximal effect; % of control where 0% means no effect
PI5P4Ka inh – PI5P4K alpha (human) kinase inhibition; PI5P4Kalpha enzyme, ADP-Glo luminescence, 60 min; hits give low values; max response, %; 1.2% of 330,000 active; AID 652105; active = max response of -50% or lower; inconclusive = between -30% and -50%; inactive = -30% or higher; note: value at the top dose of about 77 µM; % is set by controls: 0 for no effect and ±100 for the full control effect
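Human PI5P4Kalpha with substrate in 0.038 M HEPES pH 7.4, 0.28 mM EGTA, 0.1% CHAPS, 5% DMSO; reaction started with 5 microM ATP (final), 60 min at room temperature. ADP formed read by ADP-Glo luminescence.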
WRN helicase inh – inhibitors of human WRN helicase. Q14191. 0.46% of 360,000 active. Potency, µM (highest dose often 114 µM), for inactives: at the top dose activity change, negative = inhibition, actives largely listed as inhibitors. WRN helicase unwinding, fluorescent forked duplex, kinetic; note: potency is the fitted concentration of half-maximal effect; % is set by controls: 0 for no effect and ±100 for the full control effect; nearly all actives have a fitted effect of over 55% in size
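Enzyme (20 nM final) and test compound sit together 15 min at room temperature before substrate addition. Substrate is a single-forked duplex oligonucleotide (100 nM) labelled with fluorophore and quencher, with 2 mM ATP; helicase unwinding raises red fluorescence, read kinetically.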
PLK1 PBD block – PLK1 (human) polo-box domain binding inhibition; 2.8% of 360,000 active; Potency, µM, inactives show max response, negative = inhibition, actives largely listed as inhibitors; Plk1 PBD binding of FITC phosphopeptide, fluorescence polarization; P53350; note: potency is the fitted concentration of half-maximal effect; series mostly up to about 57 µM; % is set by controls: 0 for no effect and ±100 for the full control effect; nearly all actives have a fitted effect of over 65% in size
Target sequence (P53350 whole entry, looked up, the tested form may be a part): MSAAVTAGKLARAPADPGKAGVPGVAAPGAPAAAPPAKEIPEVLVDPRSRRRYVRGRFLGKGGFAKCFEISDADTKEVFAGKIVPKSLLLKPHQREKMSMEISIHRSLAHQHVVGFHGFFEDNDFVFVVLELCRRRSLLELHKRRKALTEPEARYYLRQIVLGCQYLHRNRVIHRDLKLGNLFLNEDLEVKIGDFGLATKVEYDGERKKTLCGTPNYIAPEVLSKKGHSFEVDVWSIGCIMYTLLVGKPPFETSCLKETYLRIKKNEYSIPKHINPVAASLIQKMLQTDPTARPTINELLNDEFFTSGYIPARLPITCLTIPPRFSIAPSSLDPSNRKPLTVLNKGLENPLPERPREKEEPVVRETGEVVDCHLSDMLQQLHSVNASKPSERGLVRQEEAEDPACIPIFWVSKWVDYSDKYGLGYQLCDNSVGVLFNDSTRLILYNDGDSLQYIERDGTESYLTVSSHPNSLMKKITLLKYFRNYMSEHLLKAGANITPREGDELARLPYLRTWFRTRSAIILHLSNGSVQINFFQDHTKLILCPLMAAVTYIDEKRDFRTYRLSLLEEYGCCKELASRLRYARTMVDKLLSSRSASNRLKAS
DRD3 antagonist – antagonists of human D3 dopamine receptor; P35462; D3R cells, DiscoveRx beta-arrestin luminescence, antagonist mode; hits give low values; max response, negative = inhibition, %; 2.5% of 360,000 active; AID 652054; in the data active = max response below about -50%; inconclusive = no clear call, values can overlap the other calls; note: % is set by controls: 0 for no effect and ±100 for the full control effect; mostly tested at two doses, the higher about 12 µM
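Cells expressing the human receptor were seeded at 1500 cells/well, incubated overnight at 37 degrees C in 5% CO2, then exposed to library compounds with dopamine controls for 90 minutes at 37 degrees C before luminescent detection.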
Numbers without * were called inactive; ? = inconclusive; nt = no result given; [ ] = dose if it differs, or a comment. Unless noted, calls come from the whole dose curve; as a rule, active = well fitted curve in the direction sought with a large enough effect; inconclusive = small, poorly fitted or top-dose-only effect, or another doubt; inactive = no such curve, though single readings can be large; an effect the other way counts as inactive or inconclusive. No enrichment for hits; 7.8% or so of the library scored in one or more.

Start of the data: the first five records as a preview:
SMILES | GLP1R inv ag | IL-2 act | D3 ag | GLP1R cytotox | GLP-1R agonist | PI5P4Ka inh | WRN helicase inh | PLK1 PBD block | DRD3 antagonist
CCCc1n(CC(O)COCC2CC=CCC2)c2ccccc2[n+]1C (stereo not given) | -9.0% | 0.6 | -11.0 | -20.5% | 1.9% | -6.1 | 1.5% | -14.8% | -19.8
O=C(CCN1CCN(c2ccccc2)CC1)N/N=C/c1ccc([N+](=O)[O-])o1 | 25.2% | -1.1 | -5.4 | -2.6% | 7.1% | -18.1 | -9.8% | -5.2% | -14.6
COc1cc(NC(=O)CC(C)S(=O)(=O)c2cc3c(cc2C)NC(=O)CO3)cc(OC)c1OC (stereo not given) | 6.7% | -2.9 | -0.5 | -2.2% | 4.4% | 0.9 | 1.5% | -11.8% | -12.2
CS(=O)(=O)N(CC(=O)N1CCCC1)Cc1ccccc1 | -17.1%[7.66 µM] | -0.2 | 1.4 | -8.4%[7.66 µM] | 0.4% | -4.0 | 6.8% | -0.5% | 8.4
CCc1ccc2nc(NC(=O)CN3C(=O)NC4(CCCC4)C3=O)sc2c1 | ? | -0.3 | -9.1 | 0.0% | 19.6% | 5.4 | -1.7% | -14.9% | -13.0

Main list, repeating the preview:
SMILES | GLP1R inv ag | IL-2 act | D3 ag | GLP1R cytotox | GLP-1R agonist | PI5P4Ka inh | WRN helicase inh | PLK1 PBD block | DRD3 antagonist
CCCc1n(CC(O)COCC2CC=CCC2)c2ccccc2[n+]1C (stereo not given) | -9.0% | 0.6 | -11.0 | -20.5% | 1.9% | -6.1 | 1.5% | -14.8% | -19.8
O=C(CCN1CCN(c2ccccc2)CC1)N/N=C/c1ccc([N+](=O)[O-])o1 | 25.2% | -1.1 | -5.4 | -2.6% | 7.1% | -18.1 | -9.8% | -5.2% | -14.6
COc1cc(NC(=O)CC(C)S(=O)(=O)c2cc3c(cc2C)NC(=O)CO3)cc(OC)c1OC (stereo not given) | 6.7% | -2.9 | -0.5 | -2.2% | 4.4% | 0.9 | 1.5% | -11.8% | -12.2
CS(=O)(=O)N(CC(=O)N1CCCC1)Cc1ccccc1 | -17.1%[7.66 µM] | -0.2 | 1.4 | -8.4%[7.66 µM] | 0.4% | -4.0 | 6.8% | -0.5% | 8.4
CCc1ccc2nc(NC(=O)CN3C(=O)NC4(CCCC4)C3=O)sc2c1 | ? | -0.3 | -9.1 | 0.0% | 19.6% | 5.4 | -1.7% | -14.9% | -13.0
COc1ccccc1N(Cc1ccccc1)S(=O)(=O)c1cccc(C(=O)Nc2cccc(C)n2)c1 | ? | -4.5 | 6.9 | -10.7% | 4.2% | 10.2 | -7.2% | -9.9% | -3.6
C[C@H]1CN([C@@H](C)CO)C(=O)CCCn2cc(nn2)CO[C@@H]1CN(C)C(=O)c1cc(-c2ccccc2)on1 | -11.6% | -3.7 | -6.3 | -5.3% | 22.4% | -5.1 | 2.5% | nt | -13.3
COCCN(CCOC)S(=O)(=O)c1ccc(C(=O)Nc2nc(-c3ccccc3)c(C(=O)c3ccccc3)s2)cc1 | -23.0% | -1.7 | 11.7 | -2.1% | -18.1% | 8.6 | -8.6% | -13.6% | -11.4
O=C(O)c1ccc(NCc2nc3ccccc3n2Cc2ccccc2)cc1 | 1.4% | 1.4 | -2.3 | 1.1% | 5.0% | 1.2 | -1.5% | -3.4% | 2.9
Clc1nc2c(ccc3ccccc32)[nH]1 | -6.5% | 0.4 | -3.6 | 1.4% | 18.4% | 12.2 | -7.6% | 3.5% | 18.0
CC(=O)c1c(OC(=O)c2ccccc2Br)ccc2c(C)cc(=O)oc12 | 1.9% | -0.3 | -6.2 | -0.1% | -0.9% | -0.6 | -7.4% | -8.0% | -12.4
CN1CCC(=C(c2ccccc2)c2ccc(Br)cc2)CC1 | ? | 2.0 | -25.7 | ? | -4.0% | -2.7 | -5.1% | -4.0% | -99.0*
COc1ccc(S(=O)(=O)N(C)CC(=O)Nc2ccc3c(c2)OCCO3)cc1 | -0.1% | -2.6 | 9.2 | 0.8% | -2.8% | -2.5 | 11.3% | -1.9% | -6.5
COc1ccccc1OCC(=O)NCC(C)NC(=O)COc1ccccc1OC (stereo not given) | -6.2% | -0.8 | -1.8 | -16.5% | 0.3% | 4.9 | 4.6% | -0.9% | -5.1
Cc1ccnc2nc(C(=O)Nc3ccc(N4CCOCC4)cc3)nn12 | 8.5% | 1.0 | 1.2 | -6.9% | -11.0% | -20.4 | 0.1% | -1.9% | -17.1
COc1ccc2c(c1)CCC(C)N2C(=O)C(=O)c1c[nH]c2ccccc12 (stereo not given) | ? | -0.6 | 3.7 | ? | 15.2% | 3.1 | -10.2% | -0.7% | 9.5
COc1nc(N(C)C)nc(N(C#N)CCOC(C)=O)n1 | 24.1% | -2.3 | -12.0 | -7.0% | 4.2% | 5.3 | 9.8% | -8.6% | 16.4
Cc1nnc(SCc2ccc(Cl)cc2)n1CC1CCCO1 (stereo not given) | 0.0% | -0.1 | 5.3 | 0.0% | 5.4% | 5.6 | -5.9% | -6.3% | 20.1
O=C(O)CNC(=S)N(Cc1ccccc1)Cc1cccnc1 | 23.0% | 0.5 | -0.2 | 10.5% | -3.4% | 16.3 | -3.7% | -1.2% | -1.1
CC1(C)CC2CC(C)(CN2C(=O)COc2cccc3ccccc23)C1 (stereo not given) | ? | -2.4 | 1.1 | -0.3% | -4.2% | 4.8 | -5.7% | -11.9% | 19.0
C=CCN(C)NC(=O)Nc1ccccc1 | -13.0% | -0.1 | 2.4 | -20.5% | 1.3% | 2.4 | 8.3% | -7.5% | 3.1
Cc1ccc(C)c(Cn2c(=O)n(C)c(=O)c3sccc32)c1 | 1.4% | 1.4 | -3.8 | 3.2% | -6.1% | 9.9 | -10.5% | 0.7% | 4.1
COc1ccc2c3c(cccc13)C(=O)N(O)C2=O | 19.5% | 0.1 | -2.8 | 75.9%[activator] | -7.8% | -2.8 | -14.0% | -24.7% | -5.8
CCc1cccc(NC(=O)C2CCN(c3ncnc4sc(C)c(C)c34)CC2)c1 | ? | -0.6 | 8.1 | -24.7% | 7.1% | 4.8 | -7.0% | -5.8% | 16.2
CCOC(=O)CC(NC(=O)Cc1ccccc1)c1ccccc1Cl (stereo not given) | ? | -1.5 | 1.1 | -1.8% | 5.5% | 5.2 | 1.1% | 0.1% | -2.9
O=C(NC(=S)NCC1CCCO1)c1ccc(Cl)cc1Cl (stereo not given) | 0.4% | 1.3 | 1.8 | -6.6% | 1.3% | 2.9 | -13.1% | -2.4% | 11.8
Cc1ccc(C)c(OCC(=O)Nc2ccc(S(=O)(=O)Nc3ncccn3)cc2)c1 | -14.0% | -2.5 | 6.7 | 1.1% | 6.3% | ? | -16.0% | -11.2% | -19.7
Cn1cc(SCC(N)=O)c2ccccc21 | 6.2% | 0.5 | 1.1 | 0.3% | -3.7% | 1.7 | 7.3% | -4.6% | 26.0
Cc1cc(C(=O)NC2CCCc3ccccc32)ccc1[N+](=O)[O-] (stereo not given) | ? | -0.1 | 0.2 | -1.3% | 12.5% | 1.4 | -3.8% | 11.0% | 2.4
COc1ccccc1CCNS(=O)(=O)c1cc2c3c(c1)C(C)C(=O)N3CCC2 (stereo not given) | 4.1% | 0.5 | 3.0 | 8.7% | -7.1% | 3.8 | 6.0% | -13.0% | 0.4
Cc1cccc(Cc2c(C)nc3nc(SCC(=O)NCc4ccccc4)nn3c2C)c1 | ? | nt | -1.9 | ? | 3.1% | nt | nt | nt | nt
CCOC(=O)Nc1nnc(-c2ccc(OC)c(OC)c2)s1 | 20.4% | -0.1 | 3.9 | -5.4% | 8.5% | -14.4 | -3.4% | -7.0% | 20.3
Cc1ccccc1-c1csc(C(C)(O)c2ccc(F)c(F)c2)n1 (stereo not given) | ? | -0.6 | -14.7 | -15.4% | 1.9% | 24.9 | -14.8% | -9.0% | 0.0
CC(C)C(OC(=O)C1CCCO1)C(=O)NC1CCCC1 (stereo not given) | 0.0% | 0.4 | 5.7 | -13.7% | -8.1% | nt | 9.4% | 1.9% | 4.9
O=C(C1CCN(C2CCN(Cc3ccc4cc(F)ccc4n3)CC2)CC1)N1CCCC1 | ? | 3.2 | -9.1 | -2.6% | 11.3% | -1.1 | 5.8% | -15.0% | -23.0
Oc1ccc(/C=N/Nc2nc(-c3cccnc3)nc3ccccc23)c(O)c1 | ? | 0.0 | 16.7 | ? | -0.1% | -27.3 | -30.8% | -1.8% | 30.8
Cc1occc1C(=O)Nc1nnc(-c2ccncc2)s1 | 7.4% | -0.2 | 16.2 | -1.1% | -5.3% | nt | -6.5% | -24.1% | 21.2
CC1(C)O[C@@H]2[C@H](O1)[C@@H](CO)O[C@H]2n1cnc2c(N)ncnc21 | 14.8% | -2.2 | 5.1 | -9.0% | 6.1% | -4.9 | 2.0% | 1.3% | 5.0
CN(C)Cc1c(C(=O)N/N=C/c2ccncc2)nnn1-c1nonc1N | -0.8% | -4.2 | -21.3 | -1.9% | 1.7% | 0.5 | 1.3% | -4.6% | ?
CCOC(=O)c1c(NC(=O)Cn2nnc(-c3ccc(Cl)cc3)n2)sc(C)c1C | -4.5% | 0.3 | 9.7 | -7.1% | -17.4% | -0.5 | 5.7% | 2.6% | -10.7
CCN(CC(=O)Nc1c(F)cccc1F)C(=O)CCSc1ccc(C)cc1 | ? | 0.3 | -6.8 | -1.8% | -0.3% | 0.5 | 4.9% | -6.1% | -10.1
CCNS(=O)(=O)c1ccc(NC(=O)Cn2nc(C(F)(F)F)cc2C)cc1 | -33.5% | 0.2 | -1.9 | -8.9% | -7.6% | -3.3 | 1.6% | -0.2% | -13.3
